PfG6PD inh: PfG6PD (Plasmodium falciparum) enzyme inhibition; PfGluPho enzyme, NADPH resazurin-diaphorase fluorescence; inhibition, % at 20 µM; hit rate 0.78% among 350,000; AID 504690;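 active = inhibition reaching at least a set limit at 20 µM in the primary screen, cut at about 59% in these data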;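 note: 0% = DMSO wells with substrate and 100% = DMSO wells lacking glucose-6-phosphate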
MPTP inh: permeability transition pore inhibition; hit rate 1.4% among 360,000; isolated mouse mitochondria, Ca2+ swelling absorbance, 30 min; AID 602449; inhibition, % at 10 µM;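 active = inhibition of 50% or more, scaled per plate between neutral and stimulator controls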;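 note: 0% = DMSO wells given calcium and 100% = 1 mM EGTA wells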
SENP8 inh: inhibitors of human SENP8 protease. recombinant SENP8, Nedd8 substrate fluorescence. inhibition, % at 20 µM. hit rate 0.64% among 360,000; in the data active = inhibition mostly above about 40%, no sharp cut-off; inactive = mostly below about 27%
Target sequence (Q96LD8 whole entry, looked up): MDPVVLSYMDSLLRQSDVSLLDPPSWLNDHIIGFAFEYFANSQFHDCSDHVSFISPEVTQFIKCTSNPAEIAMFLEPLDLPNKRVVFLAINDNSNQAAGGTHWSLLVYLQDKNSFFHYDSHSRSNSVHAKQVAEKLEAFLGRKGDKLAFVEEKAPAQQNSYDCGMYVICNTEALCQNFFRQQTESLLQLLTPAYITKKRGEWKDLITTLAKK
Starred values were filed as active, the others as inactive. The list is partial (hit frequency here may not be typical).

Start of the data: the first two compounds as a preview:
`O=C(CSc1nnc(COc2ccc(Cl)cc2)o1)N(c1ccccc1)C1CCS(=O)(=O)C1` (configuration not stated) gave PfG6PD inh 10.8, MPTP inh 0.4 and SENP8 inh 3.2.
CCN1C(=O)[C@H]2[C@@H](c3ccc(C)cc3)N[C@]3(CCCN(Cc4ccc(F)cc4)C3=O)[C@H]2C1=O was read as PfG6PD inh -2.6, MPTP inh 0.4 and SENP8 inh 14.1.

The list itself, from the first entry:
`O=C(CSc1nnc(COc2ccc(Cl)cc2)o1)N(c1ccccc1)C1CCS(=O)(=O)C1` (configuration not stated) gave PfG6PD inh 10.8, MPTP inh 0.4 and SENP8 inh 3.2.
CCN1C(=O)[C@H]2[C@@H](c3ccc(C)cc3)N[C@]3(CCCN(Cc4ccc(F)cc4)C3=O)[C@H]2C1=O was read as PfG6PD inh -2.6, MPTP inh 0.4 and SENP8 inh 14.1.
CCn1c(=O)c2[nH]c(Cl)nc2n(CC)c1=O was read as PfG6PD inh 20.2, MPTP inh 0.5 and SENP8 inh 14.1.
For COc1ccc(NC(=O)CN(C)C(=O)c2cc(C)oc2C)cc1 the results were PfG6PD inh -15.5, MPTP inh -1.8 and SENP8 inh 20.7.
Screening COc1ccc(S(=O)(=O)N(C)C)cc1NC(=O)COC(=O)c1n[nH]c2ccccc12 returned PfG6PD inh 3.2, MPTP inh 1.7 and SENP8 inh 9.7.
COc1ccc(S(=O)(=O)N(C)C[C@H]2Oc3ncc(C#CC4(O)CCCC4)cc3C(=O)N([C@@H](C)CO)C[C@@H]2C)cc1 was read as PfG6PD inh 15.5, MPTP inh -1.7 and SENP8 inh 13.2.
C[C@H](CO)N1C[C@H](C)[C@@H](CN(C)C(=O)Nc2cccc(F)c2)Oc2ncc(Br)cc2C1=O was read as PfG6PD inh -16.1, MPTP inh 0.4 and SENP8 inh -1.3.
`O=C(NNC(=O)c1cccc(S(=O)(=O)Nc2ccccc2F)c1)c1ccncc1` gave PfG6PD inh -27.1, MPTP inh -0.7 and SENP8 inh 17.9.
Screening COc1cc2c(cc1OC)CN(C(=O)c1cc(COc3ccccc3SC)on1)CC2 returned PfG6PD inh 5.6, MPTP inh -2.3 and SENP8 inh -45.9.
O=C(OCc1ccccc1)N1CCC2CC1c1ccc(N3CCOCC3)cc12 (configuration not stated) was read as PfG6PD inh 16.8, MPTP inh 0.1 and SENP8 inh 4.4.
`Cc1ccnc2nc(C(=O)OCC(=O)N(C)C3CCCCC3)nn12` gave PfG6PD inh 3.5, MPTP inh -1.1 and SENP8 inh 14.2.
`CC(C)NC(=O)N(C)C[C@H]1Oc2ncc(Br)cc2C(=O)N([C@H](C)CO)C[C@@H]1C` gave PfG6PD inh 5.9, MPTP inh 0.1 and SENP8 inh -27.3.
Screening C[C@@H]1CCCCO[C@@H](CN(C)Cc2ccc3c(c2)OCO3)[C@@H](C)CN([C@H](C)CO)C(=O)c2cc(NS(=O)(=O)c3ccccc3)ccc2O1 returned PfG6PD inh 29.9, MPTP inh -1.7 and SENP8 inh 12.0.
COc1ccc(C(=O)OCC(=O)NC23CC4CC(CC(C4)C2)C3)c(O)c1 was read as PfG6PD inh 22.4, MPTP inh -0.2 and SENP8 inh 20.4.
For O=C(NCc1ccccc1Cl)C1CCN(C(=O)c2ccc(F)cc2)CC1 the results were PfG6PD inh 9.9, MPTP inh -1.1 and SENP8 inh 10.8.
C[C@@H]1CN([C@H](C)CO)C(=O)CCCn2nncc2CO[C@H]1CN(C)C(=O)c1ccc(N2CCN(C)CC2)cc1 was read as PfG6PD inh 2.5, MPTP inh -0.1 and SENP8 inh 6.8.
Screening COc1ccc(C(=O)OCc2ccccc2C#N)cc1S(=O)(=O)N1CCOCC1 returned PfG6PD inh -1.1, MPTP inh 1.0 and SENP8 inh 10.4.
For COc1ccc(C(=O)NCC(c2ccco2)N2CCc3ccccc3C2)c(OC)c1 (configuration not stated) the results were PfG6PD inh 5.3, MPTP inh -0.7 and SENP8 inh 1.6.
For Cc1ccc(S(=O)(=O)N(C)CC(=O)N(C)Cc2cccs2)cc1 the results were PfG6PD inh 12.6, MPTP inh 0.0 and SENP8 inh 7.2.
C#CCOC(=O)CCCN1C(=O)c2cccc3cccc(c23)C1=O was read as PfG6PD inh 14.6, MPTP inh -0.9 and SENP8 inh -233.1.
CNC(=O)C[C@H]1C(=O)N(c2ccc(OC)cc2)C[C@@H]1CSC was read as PfG6PD inh -0.3, MPTP inh -1.3 and SENP8 inh 29.0.
`Brc1ccc2c(c1)-c1ccccc1C1=NCCN12` gave PfG6PD inh -21.2, MPTP inh 0.4 and SENP8 inh -129.1.
CN(C(=O)C(C)(C)C)[C@H]1C[C@H]2c3[nH]c4ccccc4c3CCN2C(=O)[C@H]1CO was read as PfG6PD inh 5.4, MPTP inh -0.7 and SENP8 inh -446.3.
Screening COc1ccc(S(=O)(=O)N(C)C[C@H]2OCc3cnnn3CCCC(=O)N([C@H](C)CO)C[C@@H]2C)cc1 returned PfG6PD inh 0.6, MPTP inh -0.3 and SENP8 inh 1.4.
CC(C)NC(=O)C1CCN(Cc2cccc(OCc3ccccc3)c2)CC1 was read as PfG6PD inh -2.0, MPTP inh 0.7 and SENP8 inh 8.3.
`O=C(NCc1ccc(F)cc1)C1CCCN1S(=O)(=O)c1ccc(F)cc1` (configuration not stated) gave PfG6PD inh -2.1, MPTP inh -0.4 and SENP8 inh 13.2.
`O=[N+]([O-])c1cc2ncccc2c2ncccc12` gave PfG6PD inh 9.9, MPTP inh 0.6 and SENP8 inh 22.4.
C[C@H](CO)N1C[C@H](C)[C@@H](CN(C)Cc2ccc3c(c2)OCO3)OCc2cnnn2CCCC1=O was read as PfG6PD inh -6.3, MPTP inh -0.7 and SENP8 inh 11.3.
Screening Cc1nc2ccccn2c(=O)c1NC(=O)c1ccc2c(c1)OCO2 returned PfG6PD inh -16.5, MPTP inh 0.5 and SENP8 inh -50.4.
For O=S(=O)(CCN1CCN(c2ccccc2O)CC1)c1ccc(Cl)cc1 the results were PfG6PD inh 12.8, MPTP inh -0.4 and SENP8 inh 14.0.
`O=C(O)c1ccc(CNC(=O)C2CCN(S(=O)(=O)c3cccs3)CC2)cc1` gave PfG6PD inh 0.6, MPTP inh -0.5 and SENP8 inh 7.0.
For COc1cc(CNc2nc3ccccc3n2Cc2ccccc2)ccc1O the results were PfG6PD inh -0.9, MPTP inh -0.3 and SENP8 inh 8.0.
For COc1ccc(-n2ccnc2SCC(=O)c2c(N)n(C3CC3)c(=O)[nH]c2=O)cc1 the results were PfG6PD inh 11.9, MPTP inh -1.3 and SENP8 inh 16.4.
Screening O=C(N=C1SC2CS(=O)(=O)CC2N1Cc1ccccc1)C1CC1 (configuration not stated) returned PfG6PD inh -5.2, MPTP inh 1.3 and SENP8 inh 3.1.
Screening C[C@@H]1ON(C)[C@H]2C[C@H]3c4[nH]c5ccc(-c6ccc7c(c6)OCO7)cc5c4CCN3C[C@@H]12 returned PfG6PD inh 19.8, MPTP inh -0.4 and SENP8 inh -92.6.
For CCOC(=O)N(C)C[C@@H]1OCc2cnnn2CCCC(=O)N([C@H](C)CO)C[C@H]1C the results were PfG6PD inh -1.7, MPTP inh 1.7 and SENP8 inh -29.2.
`Cc1cc(N2C(=O)C(O)=C(C(=O)c3ccc(C)o3)C2c2cccc(Cl)c2)no1` (configuration not stated) gave PfG6PD inh -22.2, MPTP inh 0.3 and SENP8 inh -40.9.
CCOC(=O)c1c(C)cc2c(CO)n[nH]c(=O)c2c1C was read as PfG6PD inh -1.5, MPTP inh -2.5 and SENP8 inh 12.0.
Screening COc1ccc(S(=O)(=O)N2CCC(C(=O)NCCc3ccc(OC)c(OC)c3)CC2)cc1 returned PfG6PD inh -7.5, MPTP inh -0.7 and SENP8 inh 21.9.
For Cc1ccc(S(=O)(=O)N2C[C@H]3[C@H]4C(=O)N(c5ccccc5)C(=O)[C@H]4C[C@H](OC(=O)NC4CC4)[C@@]3(O)C2)cc1 the results were PfG6PD inh 2.3, MPTP inh -2.3 and SENP8 inh -18.3.

13 entries out of the list, ordered by length of the SMILES, ascending.
`O=[N+]([O-])c1cc2ncccc2c2ncccc12` gave PfG6PD inh 9.9, MPTP inh 0.6 and SENP8 inh 22.4.
CCOC(=O)c1c(C)cc2c(CO)n[nH]c(=O)c2c1C was read as PfG6PD inh -1.5, MPTP inh -2.5 and SENP8 inh 12.0.
Screening Cc1nc2ccccn2c(=O)c1NC(=O)c1ccc2c(c1)OCO2 returned PfG6PD inh -16.5, MPTP inh 0.5 and SENP8 inh -50.4.
Screening O=C(N=C1SC2CS(=O)(=O)CC2N1Cc1ccccc1)C1CC1 (configuration not stated) returned PfG6PD inh -5.2, MPTP inh 1.3 and SENP8 inh 3.1.
For O=S(=O)(CCN1CCN(c2ccccc2O)CC1)c1ccc(Cl)cc1 the results were PfG6PD inh 12.8, MPTP inh -0.4 and SENP8 inh 14.0.
`O=C(NCc1ccc(F)cc1)C1CCCN1S(=O)(=O)c1ccc(F)cc1` (configuration not stated) gave PfG6PD inh -2.1, MPTP inh -0.4 and SENP8 inh 13.2.
`O=C(O)c1ccc(CNC(=O)C2CCN(S(=O)(=O)c3cccs3)CC2)cc1` gave PfG6PD inh 0.6, MPTP inh -0.5 and SENP8 inh 7.0.
For COc1ccc(-n2ccnc2SCC(=O)c2c(N)n(C3CC3)c(=O)[nH]c2=O)cc1 the results were PfG6PD inh 11.9, MPTP inh -1.3 and SENP8 inh 16.4.
Screening COc1ccc(S(=O)(=O)N2CCC(C(=O)NCCc3ccc(OC)c(OC)c3)CC2)cc1 returned PfG6PD inh -7.5, MPTP inh -0.7 and SENP8 inh 21.9.
For CCOC(=O)N(C)C[C@@H]1OCc2cnnn2CCCC(=O)N([C@H](C)CO)C[C@H]1C the results were PfG6PD inh -1.7, MPTP inh 1.7 and SENP8 inh -29.2.
C[C@H](CO)N1C[C@H](C)[C@@H](CN(C)Cc2ccc3c(c2)OCO3)OCc2cnnn2CCCC1=O was read as PfG6PD inh -6.3, MPTP inh -0.7 and SENP8 inh 11.3.
Screening C[C@@H]1ON(C)[C@H]2C[C@H]3c4[nH]c5ccc(-c6ccc7c(c6)OCO7)cc5c4CCN3C[C@@H]12 returned PfG6PD inh 19.8, MPTP inh -0.4 and SENP8 inh -92.6.
For Cc1ccc(S(=O)(=O)N2C[C@H]3[C@H]4C(=O)N(c5ccccc5)C(=O)[C@H]4C[C@H](OC(=O)NC4CC4)[C@@]3(O)C2)cc1 the results were PfG6PD inh 2.3, MPTP inh -2.3 and SENP8 inh -18.3.

Further records.
COC(=O)c1c(C)[nH]c(C(=O)OC(C)C(=O)NC2CCCCC2C)c1C (configuration not stated) was read as PfG6PD inh -15.7, MPTP inh -0.1 and SENP8 inh -20.9.
COC(=O)c1cc(S(=O)(=O)NCC(C)c2ccccc2)c[nH]1 (configuration not stated) was read as PfG6PD inh -5.7, MPTP inh -0.4 and SENP8 inh 20.1.
CCOc1cc(N2CCOCC2)c(OCC)cc1NC(=O)c1ccccc1N1CCCC1=O was read as PfG6PD inh 21.7, MPTP inh -0.4 and SENP8 inh 11.9.
`CCc1ccc(N2CC(C(=O)Nc3ccc(OC)c(S(=O)(=O)N4CCOCC4)c3)CC2=O)cc1` (configuration not stated) gave PfG6PD inh -5.7, MPTP inh 0.1 and SENP8 inh 23.2.
`CCn1cc(/C=C(\NC(=O)c2ccc(OC)cc2)C(=O)NCCCn2ccnc2)c2ccccc21` gave PfG6PD inh 4.4, MPTP inh 0.1 and SENP8 inh -19.8.
For Cc1ccc(S(=O)(=O)N2C[C@@H](C)[C@]3(C2)[C@H](O)[C@H](OC(=O)NCc2ccco2)C[C@H]2C(=O)N(c4ccccc4)C(=O)[C@H]23)cc1 the results were PfG6PD inh 5.1, MPTP inh -0.9 and SENP8 inh 5.0.
`Cc1ccc(C(=O)Nc2ccc3nc(C)sc3c2)o1` gave PfG6PD inh 17.0, MPTP inh -0.1 and SENP8 inh 10.0.
Cc1ccccc1NC(=O)Cc1nc(COC(=O)C(C)(C)Oc2ccc(Cl)cc2)cs1 was read as PfG6PD inh 16.1, MPTP inh 0.0 and SENP8 inh -4.9.
For O=C1C=C(CCc2ccccc2)CCC1 the results were PfG6PD inh 1.0, MPTP inh -1.7 and SENP8 inh 13.4.
For CCc1c(O)nc(SCC(=O)Nc2ccccc2)n(-c2ccccc2C)c1=O the results were PfG6PD inh -21.5, MPTP inh 1.0 and SENP8 inh 3.2.
`CCOc1cc(CN2CCC(N3CCC(C(=O)NC4CC4)CC3)CC2)ccc1O` gave PfG6PD inh 20.1, MPTP inh -1.5 and SENP8 inh 12.7.
`CC(C)(C)OC(=O)N1CCc2onc(-c3ccc(N)cc3)c2C1=O` gave PfG6PD inh 25.9, MPTP inh -0.5 and SENP8 inh -5.9.
O=C(O)c1ccc(C(S(=O)(=O)c2ccccc2)S(=O)(=O)c2ccccc2)cc1 was read as PfG6PD inh -8.2, MPTP inh -0.3 and SENP8 inh 12.9.
For Cc1cc(NS(=O)(=O)c2ccc(NC(=O)c3ccc(Cl)nc3)cc2)nc(C)n1 the results were PfG6PD inh -8.8, MPTP inh -0.1 and SENP8 inh 5.2.
Screening C[C@@H]1CN([C@@H](C)CO)C(=O)c2cc(Br)cnc2O[C@H]1CN(C)C(=O)Nc1ccccc1 returned PfG6PD inh 15.0, MPTP inh -0.4 and SENP8 inh 1.9.
